TcdB inh: inhibitors of Clostridioides difficile toxin B glycohydrolase | AID 652162 | P18177 | inhibition, % at 9.99 µM | TcdB glycohydrolase enzymatic assay, plate reader | hit rate 0.24% among 350,000; in the data active = inhibition above about 10%
An asterisk follows results filed as active; & = joins results of further samples. Not all compounds are listed; rates above refer to the full screens.

SMILES	TcdB inh
C[C@H]1CN([C@@H](C)CO)C(=O)c2cccc(NS(=O)(=O)c3ccccc3)c2O[C@@H]1CN(C)Cc1ccc(Cl)c(Cl)c1	0.1
C[C@@H]1CN([C@@H](C)CO)C(=O)CCCn2cc(nn2)CO[C@@H]1CN(C)Cc1ccccc1C(=O)O	0.4
CC(C)NC(=O)Nc1cccc2c1O[C@@H](CN(C)Cc1ccc(C(F)(F)F)cc1)[C@H](C)CN([C@H](C)CO)C2=O	0.7
O=C(CN1CCOCC1)N1CCCCN2[C@@H](CO)[C@H](c3ccc(-c4ccccc4F)cc3)[C@@H]2C1	0.0
CCCC#Cc1cnc2c(c1)C(=O)N([C@H](C)CO)C[C@H](C)[C@@H](CN(C)C(=O)NC1CCCC1)O2	0.7
Cc1noc(C)c1NC(=O)N(C)C[C@H]1Oc2ccc(NC(=O)CCC(F)(F)F)cc2CC(=O)N([C@@H](C)CO)C[C@@H]1C	-0.2
C[C@H]1CN([C@@H](C)CO)S(=O)(=O)c2ccc(C#CCN(C)C)cc2O[C@@H]1CN(C)C(=O)Nc1ccccc1F	0.5
CN(C)CCCNC(=O)[C@@H]1[C@@H](CO)[C@@H]2Cn3c(ccc(C4=CCCC4)c3=O)[C@H]1N2Cc1cocn1	1.3
COCC(=O)N1[C@H](CO)[C@H](c2ccccc2-c2ccccc2F)[C@@H]1C#N	0.5
CCN1[C@@H]2Cn3c(ccc(-c4cccnc4)c3=O)[C@H]1[C@@H](C(=O)NC1CCCC1)[C@@H]2CO	-0.3
CCNC(=O)C[C@@H]1C=C[C@H](NC(=O)C2CCC2)[C@@H](CO)O1	-11.8
Cc1cccc(-c2ccc([C@H]3[C@H]4CN(C(=O)c5ccc6c(c5)OCO6)CCCCN4[C@H]3CO)cc2)c1	-0.8
COc1cccc(CN2CC3(CCN(S(C)(=O)=O)CC3)c3c(n(C)c4cc(OC)ccc34)[C@H]2CO)c1	-0.1
CC(C)NC(=O)N1[C@H](C#N)[C@@H](c2ccc(C#CC3CCCC3)cc2)[C@@H]1CO	-4.0
CC(C)CC#Cc1ccc2c(c1)O[C@@H](CN(C)C(=O)c1ccccc1)[C@H](C)CN([C@@H](C)CO)S2(=O)=O	2.1
CO[C@H]1CN(C)C(=O)c2ccc(NS(C)(=O)=O)cc2OC[C@H](C)N(Cc2ccccn2)C[C@@H]1C	-16.4
O=C(C[C@@H]1C=C[C@@H](NC(=O)C2CCOCC2)[C@H](CO)O1)NCc1ccncc1	-0.7
COc1ccc(S(=O)(=O)Nc2ccc3c(c2)C(=O)N([C@H](C)CO)C[C@@H](C)[C@@H](CN(C)S(=O)(=O)c2ccc(C)cc2)OCCCC[C@@H](C)O3)cc1	-0.5
CCCNC(=O)N1[C@@H]2CNC[C@H]1C2c1ccc(-c2cccc(C#N)c2)cc1 (stereo partly specified)	0.0&-1.2
CN1C(=O)c2cc(NC(=O)Nc3ccc(Cl)cc3)ccc2OC[C@H]2O[C@H](CC(=O)O)CC[C@H]21	1.6
COCC(=O)N1[C@H](C#N)[C@H](c2ccc(C3=CCCC3)cc2)[C@@H]1CO	0.4
COc1ccc(NC(=O)N[C@@H]2CC[C@@H](CCNC(=O)c3cc(Cl)cc(Cl)c3)O[C@H]2CO)cc1	0.5
COc1ccc(S(=O)(=O)N(C)C[C@H]2Oc3c(NC(=O)CCCCCC(=O)Nc4ccccc4N)cccc3C(=O)N([C@H](C)CO)C[C@@H]2C)cc1	-0.1
CO[C@H]1CN(C)C(=O)c2cc(NS(C)(=O)=O)ccc2OC[C@H](C)NC[C@@H]1C	0.6
C[C@@H]1CCCCO[C@@H](CN(C)C(=O)CCCN(C)C)[C@H](C)CN([C@@H](C)CO)C(=O)c2cc(NC(=O)Nc3ccccc3)ccc2O1	0.4
C[C@@H]1CCCCO[C@@H](CN(C)CC2CCCCC2)[C@H](C)CN([C@H](C)CO)C(=O)c2cc(NC(=O)c3ccncc3)ccc2O1	-0.5
CC(C)NC(=O)N(C)C[C@H]1OCCCC[C@@H](C)Oc2ccc(NC(=O)c3ccncc3)cc2C(=O)N([C@@H](C)CO)C[C@@H]1C	-0.1
C[C@@H]1CN([C@@H](C)CO)C(=O)c2cc(C3=CCCC3)cnc2O[C@@H]1CN(C)C(=O)c1ccc2c(c1)OCO2	0.7
CCCC#Cc1ccc([C@H]2[C@@H](CO)N(C(C)=O)[C@H]2CNC(=O)C2CCC2)cc1	-0.3
CC(C)C#Cc1ccc([C@H]2[C@@H](CO)N(C(=O)c3cccc(F)c3)[C@H]2C#N)cc1	-1.8

Some of the entries so far, as a markdown table:
| compound | TcdB inh |
| --- | --- |
| CCCNC(=O)N1[C@@H]2CNC[C@H]1C2c1ccc(-c2cccc(C#N)c2)cc1 (stereo partly specified) | 0.0&-1.2 |
| CN1C(=O)c2cc(NC(=O)Nc3ccc(Cl)cc3)ccc2OC[C@H]2O[C@H](CC(=O)O)CC[C@H]21 | 1.6 |
| COCC(=O)N1[C@H](C#N)[C@H](c2ccc(C3=CCCC3)cc2)[C@@H]1CO | 0.4 |
| COc1ccc(NC(=O)N[C@@H]2CC[C@@H](CCNC(=O)c3cc(Cl)cc(Cl)c3)O[C@H]2CO)cc1 | 0.5 |
| COc1ccc(S(=O)(=O)N(C)C[C@H]2Oc3c(NC(=O)CCCCCC(=O)Nc4ccccc4N)cccc3C(=O)N([C@H](C)CO)C[C@@H]2C)cc1 | -0.1 |
| CO[C@H]1CN(C)C(=O)c2cc(NS(C)(=O)=O)ccc2OC[C@H](C)NC[C@@H]1C | 0.6 |
| C[C@@H]1CCCCO[C@@H](CN(C)C(=O)CCCN(C)C)[C@H](C)CN([C@@H](C)CO)C(=O)c2cc(NC(=O)Nc3ccccc3)ccc2O1 | 0.4 |
| C[C@@H]1CCCCO[C@@H](CN(C)CC2CCCCC2)[C@H](C)CN([C@H](C)CO)C(=O)c2cc(NC(=O)c3ccncc3)ccc2O1 | -0.5 |
| CC(C)NC(=O)N(C)C[C@H]1OCCCC[C@@H](C)Oc2ccc(NC(=O)c3ccncc3)cc2C(=O)N([C@@H](C)CO)C[C@@H]1C | -0.1 |
| C[C@@H]1CN([C@@H](C)CO)C(=O)c2cc(C3=CCCC3)cnc2O[C@@H]1CN(C)C(=O)c1ccc2c(c1)OCO2 | 0.7 |
| CCCC#Cc1ccc([C@H]2[C@@H](CO)N(C(C)=O)[C@H]2CNC(=O)C2CCC2)cc1 | -0.3 |
| CC(C)C#Cc1ccc([C@H]2[C@@H](CO)N(C(=O)c3cccc(F)c3)[C@H]2C#N)cc1 | -1.8 |

Following part:
SMILES	TcdB inh
CO[C@@H]1CN(C)C(=O)c2ccc(NC(=O)C3CCCC3)cc2OC[C@@H](C)N(C(=O)Nc2ccc(C(F)(F)F)cc2)C[C@H]1C	-2.5
CC(=O)N(C)C[C@@H]1Oc2ncc(-c3ccc(F)cc3)cc2C(=O)N([C@@H](C)CO)C[C@H]1C	1.1
O=C(Nc1cc(F)ccc1F)N[C@H]1CC[C@@H](CCn2cc(C3CC3)nn2)O[C@H]1CO	1.2
CCCNC(=O)N(C)C[C@@H]1Oc2ncc(C#CC3(O)CCCC3)cc2C(=O)N([C@H](C)CO)C[C@H]1C	1.1
COc1ccc(-c2ccc3c(c2)O[C@@H](CN(C)Cc2cccnc2)[C@@H](C)CN([C@@H](C)CO)S3(=O)=O)cc1	-0.9
CNC[C@@H]1Oc2ccc(NC(=O)CCC(F)(F)F)cc2CC(=O)N([C@H](C)CO)C[C@@H]1C	1.2
Cn1cnc(S(=O)(=O)N[C@H]2C=C[C@@H](CC(=O)NCC3CC3)O[C@H]2CO)c1	-0.2
C=CCN1Cc2ccccc2C[C@@]2(COC(c3ccc(OCCCO)cc3)=N2)C1=O	4.8
CN1C(=O)c2cc(NC(=O)Cc3cccs3)ccc2OC[C@@H]2O[C@H](CC(=O)NCC3CC3)CC[C@@H]21	0.5
COc1ccc(S(=O)(=O)N(C)C[C@H]2OCCCC[C@@H](C)Oc3ccc(NS(=O)(=O)c4ccc(Cl)cc4)cc3C(=O)N([C@H](C)CO)C[C@H]2C)cc1	0.1
O=C(C[C@@H]1CC[C@@H]2[C@H](COC[C@@H](O)CN2Cc2nccs2)O1)NCc1ccccc1F	-1.2
COc1cccc(S(=O)(=O)N2CCCCN3[C@@H](CO)[C@@H](c4ccc(C#CCC(C)C)cc4)[C@@H]3C2)c1	-3.9
CCCNC(=O)N1CC2(C1)[C@H](c1ccccc1)[C@@H](CO)N2C(=O)c1ccncc1	-0.6
CS(=O)(=O)Nc1ccc2c(c1)[C@@H]1C[C@H](CC(=O)NCc3ccccc3)O[C@H](CO)[C@@H]1O2	-0.1
C[C@@H]1CN([C@@H](C)CO)C(=O)Cc2cc(NC(=O)C3CC3)ccc2O[C@@H]1CN(C)S(C)(=O)=O	0.3
C[C@H](O)C#Cc1cnc2c(c1)C(=O)N([C@@H](C)CO)C[C@@H](C)[C@H](CN(C)C(=O)c1ccc(F)cc1)O2	-1.0
O=C(C[C@@H]1CC[C@@H]2[C@H](COC[C@H](O)CN2CC2CCCC2)O1)NCc1ccc(Cl)cc1	0.1
Cc1noc(C)c1S(=O)(=O)N(C)C[C@@H]1Oc2ccc(NC(=O)Cn3cnnn3)cc2CC(=O)N([C@H](C)CO)C[C@H]1C	-1.5
COc1ccc(-c2ccc([C@H]3[C@H]4CN(C(=O)c5ccccn5)CC(=O)N4[C@H]3CO)cc2)cc1	0.8
O=C(C[C@H]1C[C@@H]2c3cc(NC(=O)C4CCOCC4)ccc3O[C@@H]2[C@H](CO)O1)NCC(F)(F)F	-2.5
C[C@H](NC(=O)C[C@@H]1C=C[C@H](NC(=O)Cc2ccccn2)[C@@H](CO)O1)c1ccccc1	-0.2
Cc1ccccc1CN(C)C[C@@H]1OCc2cn(nn2)CCCC(=O)N([C@@H](C)CO)C[C@@H]1C	-0.9
c1cncc(CN2C[C@@H]3N[C@H](C2)C3c2ccc(-c3cccnc3)cc2)c1 (stereo partly specified)	-0.1
CCCNC(=O)c1cc2c(c(-c3cccc(-c4ccncc4)c3)n1)[C@@H](CCO)N(S(=O)(=O)CC)C2	0.0
O=C(C[C@@H]1C[C@H]2c3cc(NC(=O)C4CCOCC4)ccc3O[C@H]2[C@H](CO)O1)NCC(F)(F)F	-0.4
CC(C)NC(=O)N1[C@@H]2CNC[C@H]1C2c1ccc(/C=C/c2ccccc2)cc1 (stereo partly specified)	0.1&1.2
C[C@H](CO)N1C[C@H](C)[C@H](CN(C)Cc2cccc(F)c2)Oc2ncc(-c3ccccc3F)cc2C1=O	-1.8
C[C@@H]1CN([C@H](C)CO)C(=O)c2cccc(NC(=O)NC3CCCCC3)c2O[C@@H]1CN(C)CC1CC1	-0.3
COCC(=O)Nc1ccc2c(c1)C(=O)N(C)C[C@H](OC)[C@H](C)CN(C(=O)Cc1cccnc1)[C@@H](C)CO2	-0.3
CC(C)NC(=O)N(C)C[C@H]1Oc2cc(-c3cncnc3)ccc2S(=O)(=O)N([C@H](C)CO)C[C@H]1C	-0.4
C[C@@H]1CN([C@@H](C)CO)C(=O)c2cc(NS(=O)(=O)c3ccccc3)ccc2O[C@@H](C)CCCCO[C@@H]1CN(C)Cc1ccc2c(c1)OCO2	0.4
O=C(NC1CCCC1)[C@@H]1[C@@H](CO)[C@@H]2Cn3c(ccc(-c4ccccc4)c3=O)[C@H]1N2	-0.7
CC(=O)N1[C@@H]2Cn3c(ccc(-c4ccccc4)c3=O)[C@H]1[C@@H](C(=O)NCC1CC1)[C@@H]2CO	0.2
C/C=C/c1ccc([C@@H]2[C@H]3CN(Cc4ccccc4)CC(=O)N3[C@H]2CO)cc1	0.8
Cc1ccc(S(=O)(=O)Nc2ccc3c(c2)C(=O)N([C@H](C)CO)C[C@@H](C)[C@@H](CN(C)C)O3)cc1	1.0
O=C(C1CC1)N1CC2(C1)[C@H](c1ccccc1)[C@@H](CO)N2CC1CCCC1	0.3
C[C@@H]1CN([C@H](C)CO)C(=O)c2cc(NC(=O)CCC(F)(F)F)ccc2O[C@@H](C)CCCCO[C@H]1CN(C)S(=O)(=O)c1ccc(Cl)cc1	0.4
CCCNC(=O)C[C@@H]1CC[C@H]2[C@H](COc3ccc(NC(=O)CC)cc3C(=O)N2C)O1	1.1
CCC(=O)N1C[C@H](C)[C@H](OC)CN(C)C(=O)c2cc(NC(=O)CC(F)(F)F)ccc2OC[C@H]1C	-1.4
N#C[C@H]1[C@@H](c2ccccc2-c2ccccc2)[C@@H](CO)N1C(=O)Cc1ccccc1	0.9
CN(C)CCCNC(=O)C[C@@H]1CC[C@@H]2[C@H](COC[C@H](O)CN2S(=O)(=O)c2ccc(Cl)cc2)O1	0.1
O=C(C1=C[C@H](c2ccccc2)C[C@H](OCc2ccc(CO)cc2)O1)N1CCCC1	-7.6
COc1ccc2c3c([nH]c2c1)[C@@H](CO)NCC31CCN(C(=O)c2ccccc2)CC1	-0.6
COc1cccc(S(=O)(=O)N[C@H]2C=C[C@H](CC(=O)NCc3ccc(F)cc3)O[C@@H]2CO)c1	0.8
CCCC#Cc1cnc2c(c1)C(=O)N([C@@H](C)CO)C[C@H](C)[C@H](CN(C)S(C)(=O)=O)O2	0.8
CCOC(=O)N(C)C[C@@H]1OCc2cn(nn2)CCCC(=O)N([C@H](C)CO)C[C@@H]1C	-0.1
C[C@@H]1CCCCO[C@H](CN(C)Cc2ccncc2)[C@@H](C)CN([C@H](C)CO)C(=O)c2cc(NS(C)(=O)=O)ccc2O1	-2.3
C[C@H]1CCCCO[C@H](CN(C)C(=O)c2ccccc2)[C@@H](C)CN([C@@H](C)CO)C(=O)c2cc(NC(=O)C3CCCCC3)ccc2O1	1.0
COC(=O)[C@H]1[C@H](CO)[C@H]2Cn3c(ccc(C4=CCCCC4)c3=O)[C@H]2N1C(=O)C1CC1	-0.8
COc1cccc(C(=O)Nc2ccc3c(c2)C(=O)N(C)C[C@@H](OC)[C@@H](C)CN(C(=O)C2CCCC2)[C@H](C)CO3)c1	1.0
(continued)
SMILES	TcdB inh
Cn1cnc(S(=O)(=O)N[C@@H]2CC[C@H](CC(=O)NCC3CCCCC3)O[C@H]2CO)c1	-1.5
C[C@@H]1CN([C@H](C)CO)C(=O)c2cc(C3=CCCCC3)cnc2O[C@H]1CN(C)C(=O)CN1CCOCC1	0.5
Cc1noc(C)c1NC(=O)Nc1ccc2c(c1)CC(=O)N([C@H](C)CO)C[C@H](C)[C@@H](CN(C)S(=O)(=O)c1cccs1)O2	-0.2
CN1CCN(C(=O)C[C@H]2CC[C@H]3[C@@H](COC[C@@H](O)CN3C(=O)Nc3ccc4c(c3)OCO4)O2)CC1	-1.2
C[C@H]1CN([C@@H](C)CO)C(=O)c2cc(C#Cc3cccnc3)cnc2O[C@@H]1CN(C)Cc1ccccc1	-0.9

Screening results as filed in PubChem BioAssay.
